Compound activity deposited in PubChem BioAssay by National Center for Advancing Translational Sciences (NCATS).
Integrin act MD = activators of alpha7 integrin expression for muscular dystrophy; AID 624291; alpha7betagal myoblasts, beta-gal FDG fluorescence, 48 h; Potency, µM (top dose mostly 38.3 µM), for inactives: top-dose activation, actives largely listed as activators; hit rate 0.064% among 350,000;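 also: potency is read from the fitted curve at half-maximal effect; 100% = response of the positive control SU9516; nearly all actives have a fitted effect of over 60% in size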
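Alpha7betagal+/- myoblasts (passage 13) were plated 16-24 hr, then exposed to compounds (1:260 dilution of DMSO stock) for 48 hours at 37C. After MPER lysis, β-galactosidase reporter activity was read as FDG fluorescence (ex 480/em 540) after 30 minutes.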
B2AR arrestin = recruits beta-arrestin to the human beta2-adrenergic receptor | P07550 | beta-arrestin recruitment to beta2AR, cell-based reporter | Potency, µM (titrated, usually from 46.1 µM), without a hit: at the highest dose activation, most hits filed as activators | hit rate 0.02% among 330,000 | AID 492947;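 also: potency is read from the fitted curve at half-maximal effect; 0% = DMSO controls and full agonism = EC100 isoproterenol or metaproterenol; nearly all actives have a fitted effect of over 65% in size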
Target sequence (P07550 whole entry, looked up): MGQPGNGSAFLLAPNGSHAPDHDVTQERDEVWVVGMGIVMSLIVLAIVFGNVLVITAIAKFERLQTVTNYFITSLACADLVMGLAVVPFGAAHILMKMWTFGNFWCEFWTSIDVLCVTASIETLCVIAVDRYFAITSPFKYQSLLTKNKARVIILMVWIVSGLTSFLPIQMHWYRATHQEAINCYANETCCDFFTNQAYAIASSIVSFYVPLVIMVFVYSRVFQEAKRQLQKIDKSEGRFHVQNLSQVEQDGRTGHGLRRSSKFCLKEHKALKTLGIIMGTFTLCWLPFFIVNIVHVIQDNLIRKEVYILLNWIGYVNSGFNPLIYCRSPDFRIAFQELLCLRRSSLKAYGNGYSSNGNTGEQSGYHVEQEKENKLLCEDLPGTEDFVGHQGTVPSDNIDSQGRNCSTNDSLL
ASM inhibitor = blocks human secretory acid sphingomyelinase | P17405 | placental ASM, HMU-PC fluorogenic substrate, 60 min | Potency, µM (highest dose often 57.5 µM), inactives show top-dose activity change, negative = inhibition, most hits filed as inhibitors | hit rate 0.006% among 340,000 | AID 504937; also: potency is read from the fitted curve at half-maximal effect
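Steps: dispense placental human ASM, pin compound, wait 10 min at room temperature, add HMU-PC0 substrate at 9 uM final, incubate 60 min at 37 °C, add stop solution raising pH to 10, read fluorescence.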
PTAP TSG101 blk = blocks PTAP/TSG101 interaction to inhibit HIV-1 budding. Fluorescence polarization, FITC-PTAP peptide / Tsg101 binding. Potency, µM (series often up to 115 µM), for inactives: top-dose activity change, negative = inhibition, hits mostly inhibitors. AID 493005. 340,000 tested, under 10 active; active = well fitted inhibition curve with a large enough effect in the main read-out, with a control signal flat, not every such curve was filed as active; inconclusive = small, poorly fitted or top-dose-only effect, or effect the other way, or a change in a side signal; inactive = no such curve, though single readings can be large or run the other way; also: potency is read from the fitted curve at half-maximal effect; % of control where 0% means no effect
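FP read-out: FITC-PTAP peptide, 50 nM final, binding Tsg101 binding domain, 10 uM final; 20 min, r.t.; 10 mM HEPES pH 7.5, 0.15 M NaCl, 0.01% Tween 20, 3 mM EDTA, 0.1 mM TCEP.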
uPA generation = inhibitors of cell surface uPA generation; cell surface uPA generation assay, qHTS; Potency, µM (highest dose often 38.3 µM), for the others: at the highest dose activity change, negative = inhibition, actives largely listed as inhibitors; hit rate 0.31% among 330,000; AID 540303; active = well fitted inhibition curve with a large enough effect; inconclusive = small, poorly fitted or top-dose-only effect; inactive = no such curve, though single readings can be large or run the other way; tested in mouse RAW 264.7 cells; also: potency is read from the fitted curve at half-maximal effect; % is scaled to controls: 0 for no effect and ±100 for the full control effect; nearly all actives have a fitted effect of over 55% in size
BRCA1 expr up = activators of BRCA1 expression | MCF7-BRCA1-FFLuc reporter, luminescence, 48 h; response scale: scaled: vehicle 0%, 10 µM genistein 100% | hit rate 1.1% among 380,000 | Potency, µM (highest dose often 46.1 µM), for the others: at the highest dose activation, most hits filed as activators | AID 624202; also: potency is read from the fitted curve at half-maximal effect; nearly all actives have a fitted effect of over 80% in size; some results filed as inactive show a strong effect at the top dose
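Quantitative HTS in MCF7 cells stably reporting BRCA1 expression via firefly luciferase. Compound treatment lasts 48 h at 37 °C in phenol-red free MEM. Activation is expressed relative to genistein at 10 microM and DMSO.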
ELG1 genotoxic = inducers of genotoxicity in HEK293T ELG1-luciferase cells; hit rate 1.3% among 330,000; Potency, µM (doses to about 46 µM), for inactives: at the top dose activity change, positive = activation, actives largely listed as activators; HEK293T ELG1-luciferase reporter, luminescence, 16 h; also: potency is read from the fitted curve at half-maximal effect; % of control where 0% means no effect; nearly all actives have a fitted effect of over 60% in size
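Step 1: seed 2,000 HEK293T ELG1-luciferase cells per well. Step 2: add compound or DMSO, incubate 16 hr at 37 °C. Step 3: ONE-Glo, 30 min at room temperature, read luminescence.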
USP2a block = inhibitors of human ubiquitin-specific protease USP2a; O75604; USP2 core, Ub-CHOP2 coupled fluorogenic reporter, 485/531; Potency, µM (doses to about 38.3 µM), inactives show at the highest dose activity change, negative = inhibition, actives largely listed as inhibitors; hit rate 0.01% among 330,000; AID 463254;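 also: potency is read from the fitted curve at half-maximal effect; plate controls were DMSO wells for no effect and full inhibition by NEM control for full effect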
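Deubiquitinase activity read as fluorescence (485/531 nm) after Ub-CHOP2 cleavage activates the enterokinase reporter on its substrate; USP2 core 10nM, Ub-CHOP2 and substrate 25nM each, 30min compound preincubation then 60min RT; data normalized to NEM, curves fitted.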
Eya2 phos inh = blocks the phosphatase activity of human Eya2; Potency, µM (top dose mostly 76.9 µM), inactives show at the top dose activity, negative = inhibition, hits mostly inhibitors; recombinant Eya2, OMFP fluorescence dephosphorylation (OMFP is methylfluorescein phosphate); hit rate 0.006% among 330,000; O00167; AID 488837; also: potency is read from the fitted curve at half-maximal effect; % is scaled to controls: 0 for no effect and ±100 for the full control effect
Target sequence (O00167 whole entry, looked up): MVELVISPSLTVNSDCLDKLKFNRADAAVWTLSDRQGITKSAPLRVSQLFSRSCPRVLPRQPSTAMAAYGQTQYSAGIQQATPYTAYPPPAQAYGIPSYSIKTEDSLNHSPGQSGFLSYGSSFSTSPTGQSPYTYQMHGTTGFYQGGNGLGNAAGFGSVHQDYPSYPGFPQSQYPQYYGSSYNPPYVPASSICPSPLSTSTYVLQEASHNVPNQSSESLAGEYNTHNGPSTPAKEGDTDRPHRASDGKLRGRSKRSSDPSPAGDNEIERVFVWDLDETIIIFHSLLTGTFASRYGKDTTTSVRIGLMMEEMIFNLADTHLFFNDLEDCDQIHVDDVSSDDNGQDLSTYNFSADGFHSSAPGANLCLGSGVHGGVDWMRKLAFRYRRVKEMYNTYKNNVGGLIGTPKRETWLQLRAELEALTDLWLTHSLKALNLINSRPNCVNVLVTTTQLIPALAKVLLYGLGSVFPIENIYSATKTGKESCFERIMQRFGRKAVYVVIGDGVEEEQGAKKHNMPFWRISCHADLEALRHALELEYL
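Eya2 (0.2 uM) preincubated 10 min at ambient with compound, then OMFP substrate added at 50 uM; 10 min reaction in 50 mM HEPES pH 7.5, 50 mM NaCl, 5 uM MgCl2, 0.05% BSA, 1 mM DTT. Fluorescence read at Ex 485/Em 525 nm.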
TRPV1 ag = human TRPV1 agonism; Q8NER1; TRPV1-expressing cells, Fluo-8 calcium influx, agonist mode; activation, % at 8.33 µM; hit rate 0.19% among 320,000; AID 540275; in the data active = activation above about 80%; inconclusive = between about 30% and that limit; also: 0% is about no effect
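TRPV1-expressing cells were cultured overnight at 35.5C and loaded with Fluo-8 calcium dye for 40 to 90 min at room temperature. After a 10 s baseline, compound was added and calcium influx was read kinetically for 3 min (ex 480/em 520 nm).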
p53 reactivation = mutant p53 re-activation in reporter cells; hit rate 0.063% among 320,000; H1299 p53-A138V BP100-luciferase reporter, luminescence, 24 h; Potency, µM (top dose mostly 92.2 µM), for inactives: top-dose activity change, positive = activation, actives largely listed as activators; also: potency is read from the fitted curve at half-maximal effect; % of control where 0% means no effect; nearly all actives have a fitted effect of over 45% in size
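H1299 (p53-null), stable ts p53-A138V + BP100-Luc; 1000 cells/well, Opti-MEM/10% FBS; cpd 4 pt, 1:5; 24 h, 37 deg C, 5% CO2; detection reagent 10 min RT; luminescence.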
* marks the source's active call; other numbers are inactive results; ? = inconclusive; . = no result given; [ ] = another dose, or the depositor's remark. Unless noted, calls follow the shape of the dose curve; as a rule, active = well fitted curve in the direction sought with a large enough effect; inconclusive = small, poorly fitted or top-dose-only effect, or another doubt; inactive = no such curve, though single readings can be large; an effect the other way counts as inactive or inconclusive.

SMILES	Integrin act MD	B2AR arrestin	ASM inhibitor	PTAP TSG101 blk	uPA generation	BRCA1 expr up	ELG1 genotoxic	USP2a block	Eya2 phos inh	TRPV1 ag	p53 reactivation
CS(=O)(=O)c1ccc(Cl)c(NC(=O)CN2C(=O)C3CCCCC3C2=O)c1 (configuration not stated)	6%	-0.1%	2%	-7%	0%	22%	4%	-1%	4%	0	-2%
CCn1cc(C(=O)NC2CCCCC2)c(=O)c2cc(S(=O)(=O)N(C)C)ccc21	27%	-0.3%	-1%	0%	9%	0%	2%	-1%	-9%	0	1%
COc1cccc(CSc2nc3ccccc3[nH]2)c1	14%	7.3%	2%	-10%	8.9µM*	?	?	5%	-3%	?	?
Cc1ccc(-c2nc3ccccc3n3c(C)nnc23)cc1	.	-0.4%	.	.	.	.	-1%	-1%	14%	1	-28%
Cc1ccc(C(=O)NC(Cc2cccc(F)c2)C(=O)O)cc1 (configuration not stated)	13%	0.0%	-5%	-5%	2%	10%	-3%	-3%	5%	.	30%
O=C(Nc1ccon1)c1cccc(S(=O)(=O)N2CCCC2)c1	16%	-0.7%	1%	.	6%	5%	-2%	2%	-1%	8	-3%
CC(C#N)(NC(=O)CN1CCN(S(=O)(=O)c2ccccc2Cl)CC1)C1CC1 (configuration not stated)	-12%	-0.1%	0%	2%	14%	-5%	2%	-1%	17%	1	-5%
COc1cc(C2(c3ccc(O)c(OC)c3)C(=O)N(C)c3ccc(C)cc32)ccc1O	3%	.	-1%	-1%	-1%	-5%	.	.	.	.	.
O=C(C1CCCO1)N1CCN(C(=S)NC2CC2)CC1 (configuration not stated)	-10%	-0.1%	4%	-5%	-7%	-8%	0%	5%	9%	-2	1%
Cc1cccc(C)c1NC(=O)C1NC(=O)CC1c1ccccc1 (configuration not stated)	13%	-0.5%	-3%	-1%	-2%	0%	0%	-1%	-18%	1	5%
CCn1cc(C2N3CC4(C)CN2CC(C)(C3)C4=O)c2ccccc21 (configuration not stated)	-1%	0.2%	0%	-6%	7%	-28%	2%	1%	21%	0	-3%
COc1ccc(Cl)cc1NC(=S)N1CCCC1	4%	-0.2%	3%	0%	1%	1%	-1%	0%	-4%	?	-9%
CN1CCN(CCP(=O)(c2ccccc2)c2ccccc2)CC1	-4%	-0.8%	-2%	-5%	1%	-18%	0%	1%	-3%	-1	?
O=C(COC(=O)/C=C/c1cccc([N+](=O)[O-])c1)NCc1ccco1	-12%	0.1%	0%	0%	-4%	34%	0%	0%	16%	5	-4%
COc1ccccc1C(=O)NCCC(=O)Nc1ncccc1C	14%	0.3%	5%	-3%	9%	-2%	-1%	-1%	0%	-4	5%
CC(=O)NC(=S)Nc1ccccc1F	-20%	-0.3%	5%	-5%	24%	6%	5%	5%	-3%	-5	2%
Cc1ccc(C)c(S(=O)(=O)Nc2ccc(C(N)=O)cc2)c1	16%	-0.1%	1%	-3%	2%	-16%	0%	2%	1%	-1	2%
Cc1nnc(NC(=O)CCSc2ccc(Cl)cc2)s1	5%	-0.3%	-1%	-1%	-3%	3%	2%	5%	0%	1	10%
CCN(CC)CCCNC(=O)c1cc2c(-c3ccc(Cl)cc3)nn(C)c2s1	-3%	-1.1%	-11%	-4%	?	-77%	?	1%	1%	4	0%
CCSc1nnc(SCC(=O)N2CCN(C(=O)c3ccco3)CC2)s1	-24%	-0.6%	.	-4%	-1%	-3%	3%	0%	-2%	-1	-21%
CC(=O)Nc1ccc(NC(=O)CN2CCN(c3ccccn3)CC2)cc1	24%	-0.9%	2%	1%	3%	-17%	0%	1%	5%	-6	1%
COc1ccc(NC(=O)c2ccc(-c3ccc(C)c4ccccc34)o2)cc1	-17%	8.1%	-19%	-1%	-4%	1%	-3%	-2%	-1%	-3	0%
COc1ccc(C(=O)N/C(=C\c2cn(C)c3ccccc23)C(=O)NCCCN2CCOCC2)cc1	11%	0.0%	-1%	0%	3%	-18%	4%	-4%	0%	19	-5%
COc1ccc(CC(=O)Nc2cc(S(=O)(=O)N3CCCCC3)ccc2N2CCN(C)CC2)cc1	-10%	0.6%	3%	-1%	1%	-27%	-4%	3%	11%	3	-6%
O=C(NC1CCN(S(=O)(=O)c2ccccc2)CC1)c1ccc(F)cc1	32%	0.1%	-1%	-4%	4%	6%	-3%	3%	3%	16	.
Later entries:
SMILES	Integrin act MD	B2AR arrestin	ASM inhibitor	PTAP TSG101 blk	uPA generation	BRCA1 expr up	ELG1 genotoxic	USP2a block	Eya2 phos inh	TRPV1 ag	p53 reactivation
Cc1ccc(C(=O)OCC(=O)NCC(F)(F)F)cc1C	-6%	-0.1%	0%	-1%	3%	-29%	0%	2%	10%	21	0%
CN1CCN(NC(=O)c2ccc(Cl)c([N+](=O)[O-])c2)CC1	-26%	-0.1%	2%	2%	6%	-3%	0%	3%	24%	-3	8%
CCCN(C(=O)COC(=O)Cn1c(=O)oc2ccccc21)c1c(N)n(Cc2ccccc2)c(=O)[nH]c1=O	10%	-0.4%	7%	2%	0%	-7%	3%	1%	-12%	0	4%
CCOc1cccc(CNCCO)c1OCc1ccc(Cl)cc1Cl	-59%[inhibitor]	0.1%	-1%	-1%	-1%	-70%	-2%	3%	-1%	3	12%
O=C(c1cccc(F)c1)N1CCN(C(=O)C(c2ccccc2)c2ccccc2)CC1	?	-0.2%	-1%	-1%	6%	-4%	-6%	0%	4%	-4	-2%
CCCCN(C(=O)c1cc(Cl)nc2ccccc12)c1c(N)n(CCCC)c(=O)[nH]c1=O	4%	-0.4%	34%	1%	-3%	6%	3%	2%	0%	2	-3%
CCOC(=O)c1sc(NC(=O)C2CC(=O)N(c3ccccc3C)C2)nc1C (configuration not stated)	-13%	0.0%	-6%	-5%	-5%	1%	1%	-3%	2%	3	-2%
O=C1NC(=O)N(Cc2ccccc2)CC1Br (configuration not stated)	-36%	.	4%	-1%	-2%	-17%	.	.	.	.	.
CN(CC(=O)Nc1ccc(F)cc1)C(=O)Cn1nnc(-c2ccccc2)n1	-20%	0.5%	-1%	-1%	13%	-1%	3%	-1%	6%	3	-11%
O=S(=O)(c1cccc(C(F)(F)F)c1)c1ccc(O)cn1	-7%	.	-1%	-1%	2%	-12%	.	.	.	.	.
C=CCOc1c(Cl)cc(/C=N/O)cc1OC	?	-0.5%	-1%	-9%	-27%	-1%	0%	-2%	27%	-5	-6%
N/C(=N/OS(=O)(=O)c1ccc([N+](=O)[O-])cc1)c1ccncc1	2%	0.3%	4%	-2%	0%	-24%	-5%	-2%	10%	1	8%
Cc1ccc(NC(=O)c2cccc3cccnc23)cc1	0%	-0.1%	-5%	-7%	1%	55%	?	-2%	2%	?	?
CS(=O)(=O)N1N=C(c2cccs2)CC1c1ccccc1O (configuration not stated)	-39%	0.0%	4%	3%	4%	-3%	.	0%	2%	3	.
O=C(NCc1ccccn1)Nc1ccccc1C(F)(F)F	5%	-0.1%	-1%	-4%	4%	-16%	-3%	2%	-12%	6	4%
Cc1ccc(S(=O)(=O)CCC(=O)Nc2ccccc2N2CCCC2)cc1	0%	-0.7%	-3%	-2%	-27%	1%	0%	0%	16%	?	-2%
CN(Cc1ccc(F)cc1)C(=O)c1ccc(NS(=O)(=O)c2ccccc2)cc1	-45%[inhibitor]	0.3%	6%	0%	4%	-52%	-1%	0%	-2%	1	-8%
CCCCOCC1CC(CC#CCN2CCCCC2)C(=O)O1 (configuration not stated)	?	0.0%	0%	-1%	-1%	-16%	-6%	-2%	-10%	3	-1%
Cc1cccc(-n2c(N)cc(=O)nc2SCC(=O)Nc2nnc(CC(C)C)s2)c1	.	0.4%	.	.	.	.	5%	1%	22%	5	-1%
O=c1oc2cc(O)c(Cl)cc2c2ccccc12	25%	-0.4%	-3%	-4%	-1%	-50%	0%	2%	9%	0	1%
Cc1ccc2c(c1)N(CC(=O)NCC1CCCO1)C(=O)C(C)O2 (configuration not stated)	-7%	-0.3%	5%	1%	3%	6%	2%	5%	16%	-3	-9%
CCCCOP(=O)(c1ccc(N(C)C)cc1)C(O)c1cc(OC)ccc1OC (configuration not stated)	-3%	0.5%	0%	-4%	3%	16%	-1%	-1%	-2%	2	-3%
